E coli growth: E. coli V3065 growth inhibition, primary screen, counter-screen for AddAB inhibitor project, absorbance, OD600. 18 h. inhibition, % at 11.9 µM. 330,000 tested, 0.27% active. AID 449728, 2010;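 active means inhibition above the campaign's mean inhibition across all tested compounds plus 3 SD, cut at about 9.9% in these data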;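 further: uninfected addAB+ strain grown without phage in ampicillin broth; 0% = DMSO wells and 100% = ciprofloxacin 0.95 µg/ml wells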
AddAB inh: growth inhibition of E. coli expressing H. pylori AddAB, primary screen, AddAB inhibitor project, absorbance; inhibition, % at 11.9 µM; 330,000 tested, 0.29% active; AID 435030, 2010; in the data active means inhibition above about 12%;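 further: 0% = vehicle wells of infected cells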
Pemphigus Ab inh: inhibitors of pemphigus antibody binding to DSG3, primary screen, biochemical, bead-based, flow cytometry, scFv-GFP. DSG3-coupled beads, scFv-anti-DSG3-GFP binding; stronger effect = lower value. 310,000 tested, 0.48% active. AID 588358, 2011. binding (percent of control), % at 10 µM;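 active means binding more than 3 SD below its plate's average and above zero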;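 further: hits lower antibody fragment binding to DSG3; some compounds called inactive have numbers as strong as hits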
MOR-DOR inv ag: inverse agonists of MOR-DOR heterodimerization, primary screen, cell-based, luminescence; cell-based MOR-DOR heterodimer luminescence, inverse agonism; 340,000 tested, 0.21% active; inhibition, % at 9.3 µM; in the data active means inhibition above about 22%, passing the limit was not always enough;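 further: 0% = cells with DMSO and 100% = wells without cells with DMSO; values of inactives mirror those of a sister screen read the other way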
Target sequence (P35372 whole entry, looked up): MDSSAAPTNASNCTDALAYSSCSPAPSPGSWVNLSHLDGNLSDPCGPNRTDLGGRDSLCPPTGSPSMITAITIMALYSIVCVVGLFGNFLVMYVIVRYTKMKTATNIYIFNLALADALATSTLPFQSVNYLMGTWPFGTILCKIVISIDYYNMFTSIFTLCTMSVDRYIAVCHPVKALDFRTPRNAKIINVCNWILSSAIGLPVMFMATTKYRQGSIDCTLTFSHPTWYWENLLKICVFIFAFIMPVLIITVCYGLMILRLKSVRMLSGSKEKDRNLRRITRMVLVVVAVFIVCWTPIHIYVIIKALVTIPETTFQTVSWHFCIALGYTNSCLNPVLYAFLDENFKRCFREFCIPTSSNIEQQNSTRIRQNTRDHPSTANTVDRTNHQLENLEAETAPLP
Target sequence (P41143 whole entry, looked up): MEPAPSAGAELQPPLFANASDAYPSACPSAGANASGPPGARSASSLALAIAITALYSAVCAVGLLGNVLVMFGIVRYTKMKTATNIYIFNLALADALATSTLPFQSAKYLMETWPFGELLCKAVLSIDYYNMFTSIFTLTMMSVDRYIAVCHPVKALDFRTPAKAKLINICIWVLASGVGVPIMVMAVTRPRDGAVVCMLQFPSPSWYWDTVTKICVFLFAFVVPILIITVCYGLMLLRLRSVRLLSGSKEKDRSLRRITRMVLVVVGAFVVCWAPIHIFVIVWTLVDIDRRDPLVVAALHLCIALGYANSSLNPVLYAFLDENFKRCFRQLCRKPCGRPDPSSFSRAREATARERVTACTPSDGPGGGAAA
Tat export inh: E. coli Tat export inhibitors, primary screen, MC4100, TorA-mCherry reporter, fluorescence, single point; inhibition, % at 10 µM; 340,000 tested, 0.036% active; AID 488895, 2010;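 active means mean replicate inhibition at least 50% and at least half of replicates individually reaching 50%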;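 further: exported cargo escapes ClpAP degradation while cytoplasmic cargo is degraded and loses fluorescence; 0% = median of neutral control wells and 100% = median of NaSCN control wells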
PfHsp90 yeast 2: growth inhibition of PfHsp90-expressing yeast, primary screen, antimalarial PfHsp90 inhibitor project, S. cerevisiae, BacTiter-Glo luminescence, single point, set 2; inhibition, % at 9.4 µM; BacTiter-Glo ATP, 48 h; yeast lacking PDR1 and PDR3 efflux regulators; 310,000 tested, 0.32% active; AID 504621, 2011;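 active means every replicate shows inhibition above about 80%, whatever the replicate mean, limit read from the data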;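 further: 0% = DMSO neutral controls and 100% = 20 µM radicicol positive controls; yeast relying on Plasmodium falciparum Hsp90 in place of its own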
Mot1-301 SUMO: yeast Mot1-301 growth rescue at high temperature, primary screen, SUMOylation pathway inhibitor project, S. cerevisiae, ATP luminescence, 38.5C; S. cerevisiae Mot1-301 growth rescue; percent above DMSO median, 100 means doubled; growth rescue, % at 18.8 µM; 320,000 tested, 1% active; AID 2716, 2010;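 active means every valid replicate shows activation above 250% relative to neutral control wells; inactive means the rest, any valid replicate at or below 250%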;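 further: OY570 slx delta 5 strain wells were the positive control but not used for scaling; some compounds called inactive have numbers as strong as hits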
Arr AP2 block: inhibitors of beta-arrestin/AP2 binding, primary screen, biochemical, GPCR trafficking, flow cytometry. beta-arrestin 1 C-terminal peptide binding to AP2 beta2-adaptin appendage (human). FITC-arrestin peptide / GST-AP2 beads; AP2 beta2 appendage carries R879A mutation. inhibition, % at 10 µM. 340,000 tested, 0.31% active. AID 504490, 2011;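 active means inhibition above a set limit, near 3 SD of compounds lacking own fluorescence, cut at about 54% in these data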;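 further: plate controls were DMSO wells for no effect and 5 µM unlabelled arrestin peptide for full effect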
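Measured by: flow cytometry, FL1 (488/535 nm); Material: AP2 appendage R879A on GSH beads; Evaluation: percent response; Timing: pre-incubation 12 min, peptide binding 1 h, room temperature; Also added: 50 nM FITC-arrestin peptide; Medium: PBS with 0.05% Tween 20 and 0.1% BSA.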
MOR-DOR ag: agonists of OPRM1-OPRD1 heterodimerization, primary screen, cell-based, luminescence | Mu-type opioid receptor (Homo sapiens) + Delta-type opioid receptor (Homo sapiens), … | cells | activation, % at 9.3 µM | 340,000 tested, 0.3% active | AID 504326, 2011; in the data active means activation above about 18%;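 further: 0% = vehicle-treated cells and 100% = reference agonist; values of inactives mirror those of a sister screen read the other way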
phage Ecoli inh: growth loss of phage-infected E. coli, primary screen, RecBCD inhibitor project, absorbance, with phage, HTS. 360,000 tested, 0.26% active. inhibition, % at 11.9 µM. AID 651602, 2012; in the data active means inhibition above about 11%
PKA-R1A act: activators of PKA-R1A holoenzyme, primary screen, biochemical, fluorescence polarization, Cy5-IP20, bovine R1A, mouse PKAc | 340,000 tested, 0.083% active | AID 504707, 2011 | PKA-R1A dissociation; scaled: DMSO 0%, 113 µM cGMP 100% | activation, % at 11.4 µM | cAMP-dependent protein kinase type I-alpha regulatory subunit (Bos taurus) + …;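 active means percent activation above the mean of all tested compounds plus 3 SD, cut at about 19% in these data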;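 further: higher means more PKAc released from R1A so a rise in polarization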
Numbers without * were called inactive; · = not tested or not shown. Rows are unselected. Share with any hit: about 2.8%.

SMILES	E coli growth	AddAB inh	Pemphigus Ab inh	MOR-DOR inv ag	Tat export inh	PfHsp90 yeast 2	Mot1-301 SUMO	Arr AP2 block	MOR-DOR ag	phage Ecoli inh	PKA-R1A act
C=CCn1c(SCC(=O)Nc2c(C)nn(Cc3ccccc3)c2C)nnc1C(O)c1ccccc1 (stereo unspecified)	-0.6	1.4	100	-8	-4	6	-10	8	1.3	-0.1	0
COc1ccc(Cl)cc1NC(=O)CCc1nc(-c2ccccc2F)no1	2.0	1.6	102	10	1	6	58	-20	-1.9	2.5	-2
COc1cc(OC)cc(C(=O)NNC(=O)CCNC(=O)c2ccc(Br)cc2)c1	-1.0	2.5	·	8	15	-7	8	1	-2.1	1.2	0
CN(C)CCCNC(=S)N(Cc1cccs1)Cc1cc2cc3c(cc2[nH]c1=O)OCCO3	-1.3	2.7	90	9	1	-2	259	0	-1.8	2.3	-4
CC(C)N(Cc1nc(COc2ccccc2)no1)Cc1nccn1C	0.4	0.5	102	6	-7	2	-17	-2	-1.1	2.4	-9
CCn1c(-c2ccco2)n[nH]c1=S	-2.0	1.2	100	1	0	-18	6	-3	-0.2	2.5	-15
O=C(Nc1nncs1)c1cc(S(=O)(=O)N2CCCCC2)ccc1Cl	-0.9	1.9	91	13	-3	4	-4	-1	-2.1	2.0	8
O=S(=O)(Cc1noc(-c2ccc(OC(F)(F)F)cc2)n1)c1ccc(F)cc1	0.3	0.6	112	·	·	·	-14	12	·	1.4	·
CCOC(=O)c1c(C)[nH]c(C(=O)OCC(=O)N(C)c2c(N)n(Cc3ccccc3)c(=O)[nH]c2=O)c1C	-2.1	0.4	110	2	5	2	-3	13	-0.6	5.2	0
CCOC(=O)c1[nH]c(C)c(C(=O)Nc2ccc(C)cc2C)c1C	-1.6	4.8	109	6	2	-1	-1	5	-1.3	·	-8
CCOC(=O)C1=C(COC(=O)c2ccc(C)c(S(=O)(=O)N3CCOCC3)c2)NC(=O)NC1C (stereo unspecified)	·	·	98	-7	-8	·	·	-7	1.1	4.3	2
CC/C=C/C(=O)N1CC2(CC(c3cccc(NC(=O)CC)c3)=NO2)C[C@H]1C(N)=O (stereo partly specified)	-0.5	3.3	107	15	7	-1	-10	15	-2.6	-2.4	0
COc1ccc(NC(=O)c2cc3sccc3n2Cc2ccc(F)cc2)cc1OC	-0.3	0.9	·	-16	3	-5	64	3	2.5	0.8	3
CCOc1ccc(C(=O)N2CCCC2)cc1OC	-1.6	1.4	96	0	4	2	-1	-9	0.1	2.3	-2
CCC1=C(OC(=O)N(CC)CC)N2C(=O)OC(=NCCc3c[nH]c4ccccc34)[C@]2(Cc2ccccc2)[C@H]2C1=CC[C@H]1C(=O)N(c3ccccc3)C(=O)[C@H]12	0.5	2.7	93	-12	-1	0	23	19	2.1	-0.6	-5
CC1CCc2nc(NC(=O)c3ccco3)sc2C1 (stereo unspecified)	-0.8	0.9	106	6	-2	17	·	25	-1.2	0.6	-8
Cc1cc(C)cc(-n2ccnc2SCC(=O)Nc2nccs2)c1	0.0	-1.2	109	9	-1	-4	3	18	-2.1	-1.4	-2
O=C1Cc2ccccc2C(=O)N1OCc1ccc(Cl)cc1	-0.3	4.7	99	12	0	-6	13	38	-2.2	4.6	0
O=C(c1ccccc1)N1CCN(C(=O)c2ccc3c(c2)OCCO3)CC1	-0.7	-0.4	102	-4	-5	34	-13	0	0.8	0.1	-9
CC(NC(=O)C12CC3(C)CC(C)(CC(C)(C3)C1)C2)C(=O)O (stereo unspecified)	0.2	0.7	104	6	3	-17	88	-19	-1.2	1.7	3
CCS(=O)(=O)N1CCC(c2nc(-c3ccc(C)cc3)no2)CC1	0.8	0.6	102	-2	-1	-10	1	-5	0.4	1.8	-5
Cc1noc(C)c1C(=O)OCC(=O)NC1CC1	1.4	3.1	109	14	-7	-10	9	21	-3.5	-3.4	1
CCC1=[N+](C)c2cccc3cccc(c23)N1C	0.6	2.3	108	20	5	-14	-2	-3	-4.1	-0.5	-8
O=C(c1ccc2oc(CCCc3ccccc3)nc2c1)N1CCCC(CCCO)C1 (stereo unspecified)	0.4	-0.4	109	3	2	0	-1	-10	-0.6	0.6	0
Cc1ccc(-c2cc(C(=O)NCCN3CCOCC3)no2)cc1	2.2	2.0	120	18	2	11	-2	-3	-3.0	-1.2	10

Next section.
SMILES	E coli growth	AddAB inh	Pemphigus Ab inh	MOR-DOR inv ag	Tat export inh	PfHsp90 yeast 2	Mot1-301 SUMO	Arr AP2 block	MOR-DOR ag	phage Ecoli inh	PKA-R1A act
COc1ccc(OC)c(S(=O)(=O)Nc2cc3c4c(c2)CC(=O)N4CCC3)c1	1.1	-0.2	106	6	12	·	-18	33	-0.9	2.9	-4
Cc1cc(C(F)F)n2ncc(C(=O)NCCc3ccccc3Cl)c2n1	-0.2	1.4	93	10	-10	9	178	26	-1.7	2.2	0
COCCn1c(=O)[nH]c2cc(C(=O)N3CCN(c4ccc(OC)cc4)CC3)ccc2c1=O	1.3	3.9	92	12	2	8	11	10	-1.8	0.7	-9
Cn1c(=O)c2c(ncn2CC(=O)OCC(=O)NNC(=O)c2ccc(Cl)cc2)n(C)c1=O	-2.6	-1.1	·	-4	-11	-35	-22	-3	1.0	2.5	-4
O=C(Cc1ccccc1)NCC(=O)N1CCN(c2ccccc2F)CC1	-0.2	1.3	109	3	0	-12	1	4	-0.4	-1.4	-5
CN(CC(=O)Nc1ccc2c(c1)OCCO2)S(=O)(=O)c1ccc(F)cc1	-1.6	0.9	·	5	-1	23	10	12	-0.7	-0.2	5
CC(C)(C#CCN1CCCCC1)OCCOC(c1ccccc1)c1ccccc1	1.1	0.6	101	-64	-1	-10	-9	-4	9.4	3.9	6
CCOc1cc(C2CC(=O)N3CN(C4CCCCC4)CSC3=C2C#N)ccc1O (stereo unspecified)	0.4	1.5	98	5	0	37	-8	17	-0.9	-0.9	-12
COc1ccc(CNC(=O)CCCNS(=O)(=O)c2cccc3nonc23)cc1	1.3	1.5	106	10	5	14	2	3	-1.9	1.2	2
CCOC(=O)Cc1csc(NS(=O)(=O)c2ccc3c4c(cccc24)C(=O)N3CC)n1	0.0	-2.0	109	13	18	19	100	16	-2.2	2.5	-8
CC1(C)CC(NC(=O)c2c(N)no[n+]2[O-])CC(C)(C)N1	-1.2	-0.3	100	7	2	-5	-11	22	-1.4	2.7	2
Nc1nnnn1/N=C/C(Br)=C/c1ccccc1	-0.9	3.9	104	3	-5	-5	5	-12	-0.6	-0.6	-3
O=C(N1CCN(c2ccccc2F)CC1)C1(S(=O)(=O)c2ccc(Cl)cc2)CC1	1.3	4.1	·	16	-2	19	-5	-7	-2.6	0.7	-13
CN(CC(=O)Nc1ccccc1Br)C(=O)c1cc(Cl)nc2ccccc12	-1.8	-0.5	102	16	3	-10	33	21	-4.1	0.9	-8
Cc1ccc(NC(=S)Nc2ccccn2)cc1C	-0.5	1.6	92	·	-2	-11	-8	-4	·	5.1	·
CCOc1ccc(S(=O)(=O)N(C)c2ccc(OCC(=O)N3c4ccc(C)cc4C4CN(C)CCC43)cc2)cc1 (stereo unspecified)	-1.7	-0.1	102	·	4	23	-4	6	·	1.4	-1
O=C1CC(N2CCN(c3ccc(S(=O)(=O)N4CCOCC4)cc3)CC2)C(=O)N1Cc1ccccc1 (stereo unspecified)	-0.9	1.4	102	9	-5	-4	-1	10	-2.2	2.1	5
O=c1cc(N2CCc3ccccc3C2)[nH]c(=O)n1-c1ccc(Cl)cc1	1.7	0.9	110	13	0	-25	473	-1	-2.3	2.5	-6
COc1ccc(C)cc1NC(=O)C1CCN(S(=O)(=O)c2c(C)noc2C)CC1	-0.2	2.9	95	9	5	22	-16	6	-1.9	0.6	5
COC(=O)c1c(C)[nH]c(C(=O)C(C)OC(=O)c2cnc(C)cn2)c1C (stereo unspecified)	-0.7	0.9	·	5	-5	-9	1	-2	-1.1	1.3	-15
CC(C)Cn1c(N)c(C(=O)CSc2nnnn2-c2ccc(Cl)cc2)c(=O)n(C)c1=O	·	·	98	21	-3	7	·	-1	-4.1	1.2	-12
CCC(C)(C)NC(=O)C(c1ccccc1Cl)N(C(=O)CCC(=O)Nc1cc(C)on1)C1CC1 (stereo unspecified)	0.6	7.4	·	1	6	2	-3	12	-0.2	2.0	-5
Cc1ccc(OCC(=O)N(Cc2ccc(C)o2)C2CCS(=O)(=O)C2)cc1 (stereo unspecified)	1.3	-1.1	·	15	-7	-2	330	5	-3.0	0.0	-3
CCc1ccccc1N1CSC2=C(C#N)C(c3cc(OC)c(OC)cc3OC)CC(=O)N2C1 (stereo unspecified)	-2.5	3.9	·	-2	-4	-10	2	20	0.4	2.7	0
NC(=NCCc1c[nH]c2ccccc12)NS(=O)(=O)c1cc(F)ccc1F	3.7	2.9	104	-3	-8	6	103	20	0.5	0.4	-3

(list continues)
SMILES	E coli growth	AddAB inh	Pemphigus Ab inh	MOR-DOR inv ag	Tat export inh	PfHsp90 yeast 2	Mot1-301 SUMO	Arr AP2 block	MOR-DOR ag	phage Ecoli inh	PKA-R1A act
CCOC(=O)C1=C2SCC(=O)N2C(N)=C(C#N)C1	-0.6	1.3	94	13	-3	0	6	1	-2.3	1.4	1
COc1cc(CC(=O)OC2CCOC2=O)cc(OC)c1OC (stereo unspecified)	-1.7	2.2	106	2	-10	·	-8	-4	-0.3	1.5	3
O=C(Cc1ccc(F)cc1)OCn1nnc2ccccc2c1=O	1.0	3.0	89	12	-7	-4	·	-3	-2.2	0.6	-3
COc1cccc(/C=N/n2c(N)c(S(=O)(=O)c3cccs3)c3nc4ccccc4nc32)c1OC	-0.1	-0.7	87	17	-9	7	9	28	-3.5	1.5	6
COc1ccccc1NC(=O)c1cccc(NC(=O)c2ccco2)c1	-0.5	-0.6	·	5	0	-78	-18	5	-1.2	3.5	-4
COC(=O)C1=C(C)N(CCCCCC(=O)O)C(=O)NC1c1ccccc1 (stereo unspecified)	0.4	-1.6	102	8	2	-14	-7	23	-1.4	2.7	-6
CN(C)c1ccc(C=c2c3cc([N+](=O)[O-])ccc3n3c2cc(-c2ccccc2)[n+]3C)cc1	·	·	40	-52	-4	19	·	27	10	-2.6	0

Source: PubChem
